# KAT2A inh – qHTS Assay for Inhibitors of GCN5L2 | GCN5L2 HAT assay, ThioGlo1 CoA-SH fluorescence | Potency, µM (doses to about 58.9 µM), without a hit: at the highest dose activity change, negative = inhibition, hits mostly inhibitors | 390,000 compounds, 0.21% hits
# Target sequence (Q92830 whole entry, looked up): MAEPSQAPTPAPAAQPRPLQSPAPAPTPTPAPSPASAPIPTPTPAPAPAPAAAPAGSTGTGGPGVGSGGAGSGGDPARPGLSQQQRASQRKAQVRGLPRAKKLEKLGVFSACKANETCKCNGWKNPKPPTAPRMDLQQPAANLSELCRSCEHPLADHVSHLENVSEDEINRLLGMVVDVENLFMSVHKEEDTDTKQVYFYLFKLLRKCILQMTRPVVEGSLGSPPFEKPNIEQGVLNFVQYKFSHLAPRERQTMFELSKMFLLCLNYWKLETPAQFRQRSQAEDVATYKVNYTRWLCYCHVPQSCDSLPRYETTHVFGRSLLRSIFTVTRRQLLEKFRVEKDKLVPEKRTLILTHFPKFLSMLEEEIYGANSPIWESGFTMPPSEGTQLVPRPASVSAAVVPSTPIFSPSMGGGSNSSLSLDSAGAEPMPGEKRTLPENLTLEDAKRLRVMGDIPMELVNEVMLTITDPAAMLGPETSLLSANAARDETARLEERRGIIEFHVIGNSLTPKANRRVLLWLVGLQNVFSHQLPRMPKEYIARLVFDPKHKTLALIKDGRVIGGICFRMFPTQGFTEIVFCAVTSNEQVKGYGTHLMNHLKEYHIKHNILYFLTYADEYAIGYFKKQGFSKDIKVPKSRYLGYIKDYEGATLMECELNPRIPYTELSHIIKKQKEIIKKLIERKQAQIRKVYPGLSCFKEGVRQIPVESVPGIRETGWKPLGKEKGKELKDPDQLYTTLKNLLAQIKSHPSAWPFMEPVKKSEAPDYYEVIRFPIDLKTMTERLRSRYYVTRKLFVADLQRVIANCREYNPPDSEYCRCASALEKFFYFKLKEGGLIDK
#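 Fluorescence readout, Ex340nm/Em540nm: ThioGlo1 (50uM final) reacts with free CoA thiol released as 20nM GCN5L2 acetylates H3(1-25) peptide (75uM) using acetyl-CoA (70uM). Compound and enzyme sat 15 min beforehand; 20 min room-temperature reaction.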
# TDP1 block – qHTS Assay for Inhibitors of Tyrosyl-DNA Phosphodiesterase (TDP1); 350,000 compounds, 0.28% hits; Potency, µM (doses to about 130 µM), for the others: top-dose activity change, negative = inhibition, hits mostly inhibitors; recombinant TDP1, AlphaScreen DNA substrate cleavage; Tyrosyl-DNA phosphodiesterase 1 (Homo sapiens), Q9NUW8; AID 485290, 2010; further: nearly all actives have a fitted effect of over 40% in size
#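 E. coli-derived human Tdp1, 1 nM final. Cpd preinc 15 min RT; substrate 15 nM final, 5 min RT; AS bead mix 10 ug/ml final, 10 min RT. Signal loss = tyrosine-FITC cleavage. No-enzyme wells = max signal.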
# TDP1 cell noCPT – qHTS for Inhibitors of human tyrosyl-DNA phosphodiesterase 1 (TDP1): qHTS in cells in absence of CPT. DT40 Tdp1-/- hTDP1 cells, no CPT, ATP luminescence, 48 h. Potency, µM (titrated, usually from 46.2 µM), inactives show top-dose activity change, negative = growth inhibition, most hits filed as inhibitors. 420,000 compounds, 15% hits. AID 686978, 2013; further: nearly all actives have a fitted effect of over 55% in size
#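 Readout: luminescence from CellTiter-Glo after 30 min in the dark at RT. Cells: DT40 Tdp1-/- with stable hTDP1, 400/well. Exposure: compounds alone, ≥48 hr, 37 °C.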
# * hit, by the source's call; ? = inconclusive; / = no result given; & = joins results of further samples; [ ] = dose if it differs, or a comment. The call rests on the fitted dose curve; in most records, active means well fitted curve in the direction sought with a large enough effect; inconclusive means small, poorly fitted or top-dose-only effect, or another doubt; inactive means no such curve, though single readings can be large; an effect the other way counts as inactive or inconclusive. On the % scale 0 is the no-effect control and ±100 the full control effect; potency means the concentration at half of the fitted maximal effect.
SMILES,KAT2A inh,TDP1 block,TDP1 cell noCPT
CCCCn1c(=O)[nH]c(=O)c2c1nc(-c1cc3c(cc1Br)OCO3)n2C,-1%,1%,-20%
O=C(CCN1CCCCO1)N1CCCC(Nc2cccc(F)c2)C1 (stereo unspecified),-9%,2%,2%
OC/C(Br)=C(\Br)CO,2%,-1%&18%,1%
O=C(Nc1ccc(Oc2ccccc2)cc1)C1CCN(c2c3c(nc4ncnn24)CCC3)CC1,-8%,4%,18µM*
COc1ccc(N2C(=O)c3ccccc3NC2c2ccc(OC)c(Cn3cc([N+](=O)[O-])cn3)c2)cc1 (stereo unspecified),-19%,8%,?
CCSc1nnc(NC(=O)c2ccccn2)s1,-3%,11%,3.2µM*
NC(=O)c1cc([N+](=O)[O-])ccc1NCc1ccc(F)cc1,-6%,0%,?
O=C(C[n+]1ccc2ccccc2c1)c1ccc(NC(=O)c2ccccc2)cc1,-2%,5%,7.3µM*
CCCc1cc(=O)oc2cc(OC(=O)CN3C(=O)NC4(CCCC4)C3=O)ccc12,-7%,/,-27%
COC(=O)c1ccc(CNC(=O)C2CCC(=O)N(CCc3ccccc3)C2)cc1 (stereo unspecified),1%,3%,20%

# Five compounds picked at random from the list so far, as already listed:
SMILES,KAT2A inh,TDP1 block,TDP1 cell noCPT
OC/C(Br)=C(\Br)CO,2%,-1%&18%,1%
COc1ccc(N2C(=O)c3ccccc3NC2c2ccc(OC)c(Cn3cc([N+](=O)[O-])cn3)c2)cc1 (stereo unspecified),-19%,8%,?
COC(=O)c1ccc(CNC(=O)C2CCC(=O)N(CCc3ccccc3)C2)cc1 (stereo unspecified),1%,3%,20%
CCSc1nnc(NC(=O)c2ccccn2)s1,-3%,11%,3.2µM*
NC(=O)c1cc([N+](=O)[O-])ccc1NCc1ccc(F)cc1,-6%,0%,?

# Next structures.
SMILES,KAT2A inh,TDP1 block,TDP1 cell noCPT
CCc1ccc2c(c1)/C(=N/N(C)C(=S)NC)C(=O)N2,?,6%,-18%
COc1ccccc1CNc1ccc(-c2nc(-c3ccccc3C)no2)cc1[N+](=O)[O-],-4%,3%,?
COc1ccc(N2C(=O)C3CCCN3C2c2ccc(C)cc2)cc1Cl (stereo unspecified),31%[activator],-1%,-9%
C/C(=N/Nc1ccc(F)cc1)c1ccc(Cl)s1,20%,8%,0%
CC(C)[C@H]1C=C(C(=O)O)O[C@@H](OCc2ccc(CO)cc2)C1,-8%,1%,1%
CCN(CC)C(=O)N1CCN(C(=O)N2CCOCC2)CC1,3%,-3%,5%
COc1cccc(CN(C)S(=O)(=O)c2cccs2)c1,-4%,-11%,-24%
CC(NC(=O)COC(=O)c1cc(S(=O)(=O)N2CCOCC2)ccc1F)c1ccccc1 (stereo unspecified),-3%,2%,-7%
COc1ccc(S(=O)(=O)NC(N)=NCCc2ccccc2OC)cc1,-9%,0%,?
CCCc1nc(SCc2ccccc2Cl)n[nH]1,0%[0.501 µM],7%,-18%
CC(C)N(Cc1ccccc1)C(=S)NC(=O)C1(C)CC1(Cl)Cl (stereo unspecified),-4%,7%,?
O=C(Nc1cc2cc([N+](=O)[O-])ccc2oc1=O)c1cccs1,-10%,3%,/
Cc1cccc(NC(=O)Nc2cnccn2)c1,6%,-2%,2%
Cc1onc(-c2ccccc2)c1C(=O)OCC(=O)N1CCC(C)CC1,0%,1%,5%
O=C(/C=C/c1c(F)cccc1Cl)NCc1ccco1,4%,3%,-25%
O=C(COc1ccc2ccc(=O)oc2c1)NC1CCCC1,-4%,5%,10%
CCCCOC(=O)Nc1ccc(N2CCOCC2)cc1,4%,9%[56.1 µM],4%
CN1CCN(c2ncnc3ccc(-c4ccoc4)cc23)CC1,-18%,/,23µM*
CC(C)(C)c1cc[n+](-c2[nH]c(=O)sc2/C=N/NC([S-])=Nc2ccccc2)cc1,-6%,8%,-4%
Cc1nn2c(NCc3ccccn3)cc(C(C)C)nc2c1-c1ccccc1,-10%,7%,?
Cc1ccc(/C=C/C(=O)NCCCN2CCN(CCCNC(=O)/C=C/c3ccc(C)cc3)CC2)cc1,1%,0%,?
CCOc1ccc(N2C(=O)CC(N)C2=O)cc1 (stereo unspecified),-10%,3%,2.6µM*
COC(=O)c1ccc(CNC(=O)COC(=O)C2CCC(C(C)(C)C)CC2)cc1 (stereo unspecified),-5%,8%,-20%
Cc1ccc(CSc2ccc(S(=O)(=O)N3CCCCC3)cn2)cc1,-6%,-1%,?
CCOCCCNC(=O)c1[nH]c(C)c(C(C)=O)c1C,0%,4%,14%
CC(=O)Nc1cccc(C(=O)N/N=C/c2cccc(C)n2)c1,5%,/,?
CC(C)(C)n1nc2c(c1NC(=O)c1ccc(Br)cc1)CS(=O)C2 (stereo unspecified),-5%,6%,-7%
COC(=O)C1=C(N)OC2=C(C(=O)CC(C)(C)C2)C1c1ccoc1 (stereo unspecified),-4%,-6%,?
CCCCOc1ccc(C(=O)NCC(=O)NC2CCCCC2)cc1,-7%,-1%,-20%
COCCNC(=O)COC(=O)c1cccnc1SC,8%,2%,-108%

# 5 entries from above, with values under each structure:
# Every second line gives: KAT2A inh | TDP1 block | TDP1 cell noCPT
COC(=O)c1ccc(CNC(=O)COC(=O)C2CCC(C(C)(C)C)CC2)cc1 (stereo unspecified)
 : -5% | 8% | -20%
O=C(C[n+]1ccc2ccccc2c1)c1ccc(NC(=O)c2ccccc2)cc1
 : -2% | 5% | 7.3µM*
O=C(/C=C/c1c(F)cccc1Cl)NCc1ccco1
 : 4% | 3% | -25%
Cc1ccc(CSc2ccc(S(=O)(=O)N3CCCCC3)cn2)cc1
 : -6% | -1% | ?
CCCCOc1ccc(C(=O)NCC(=O)NC2CCCCC2)cc1
 : -7% | -1% | -20%

# Carrying on:
SMILES,KAT2A inh,TDP1 block,TDP1 cell noCPT
COc1cccc(NC(=O)CNC(=O)Cn2cnc3sc4c(c3c2=O)CCCC4)c1,-7%,2%,-10%
CCOc1ccccc1NC(=O)CSc1nnc(CNC(=O)c2ccccc2F)o1,-37%,2%,27%
CSCCC(NC(=O)COc1ccccc1)C(=O)O (stereo unspecified),-7%,-3%,2%
Cc1ccc(N2CC(C(=O)NCc3nnnn3-c3ccc(C)c(C)c3)CC2=O)cc1C (stereo unspecified),-1%,5%,?
CN(C(=O)COC(=O)COc1ccccc1Cc1ccccc1)c1ccccc1,-8%,-10%,-12%
CC1=CCC2C(=O)N(CCc3c[nH]c4ccccc34)C(=O)C2C1 (stereo unspecified),-2%,0%,-13%
Cn1c2c(c(O)c(-c3ccccc3)c1=O)C(=O)CC(C)(C)C2,-4%,8%,?
CCC1CCCCN1CCCNC(=O)C1CCN(Cc2nc(-c3ccc(Cl)cc3)oc2C)CC1 (stereo unspecified),-3%,4%,2.6µM*
Cc1ccc(Cn2c([N+](=O)[O-])cnc2C)cc1,3%,3%,-5%
Cc1ccc(N(CC(=O)Nc2ccc3c(c2)OCCO3)S(=O)(=O)c2c(C)n[nH]c2C)cc1,-2%,4%,?

# The last two entries of the section above are carried over, then new ones follow:
SMILES,KAT2A inh,TDP1 block,TDP1 cell noCPT
Cc1ccc(Cn2c([N+](=O)[O-])cnc2C)cc1,3%,3%,-5%
Cc1ccc(N(CC(=O)Nc2ccc3c(c2)OCCO3)S(=O)(=O)c2c(C)n[nH]c2C)cc1,-2%,4%,?
COc1ccc(CCNC(=O)CSc2nnc3ccc(-c4cccnc4)nn23)cc1OC,-10%,7%,24%
CC(=O)NCCOC(=O)Nc1cccnc1,-5%,0%,-6%
O=C(c1cc([N+](=O)[O-])ccc1Cl)N1CCc2ccccc21,-3%,7%,-28%
O=c1[nH]c2ccsc2c(=O)n1CCO,-5%,/,-4%
Cc1c(C(=O)N/N=C/c2ccc(N(C)C)cc2)[nH]c2ccc(Cl)cc12,-8%,8%,5.8µM*
Cc1cc(C)c(OCC(=O)OC(C)C(=O)N2CCc3ccccc32)c(C)c1 (stereo unspecified),-3%,-8%,-10%
Cc1ccccc1NC(=O)NC1(C(=O)N2CCCC2)CCCCC1,3%,1%,-10%
Cn1c(CNC(=O)c2ccc3c(c2)OCO3)nnc1SCC(=O)Nc1ccc(F)cc1F,1%,-11%,-7%
C#CCN1C(=O)C(O)(CC(=O)c2ccc(OC)c(OC)c2)c2cc(Br)ccc21 (stereo unspecified),-14%,/,6.5µM*
COC(=O)c1cc2c(-c3ccccc3)c(C)c3ccccn3c-2c1C(=O)OC,-4%,12%,?
N#Cc1c(N)oc(-c2ccco2)c1-c1ccco1,-8%,?,16µM*
COc1ccccc1NS(=O)(=O)c1ccc2oc(SCc3ccc(F)cc3)nc2c1,-17%,-3%,16µM*
CCc1nn(CC(=O)NCCc2ccc(Cl)cc2)c(=O)c2cc3ccccc3n12,-7%,-1%,?
CCc1cc[n+](-c2nc([O-])sc2C=O)cc1,-5%,?,-5%
Cc1cc(C(=S)N2CCOCC2)c(C)n1-c1ccc(F)cc1,-1%,5%,17%
Cc1ccc(C(=O)Nc2nc(=O)n(C)s2)cc1,1%,0%,-12%
CCCc1cc(=O)[nH]c(SCC(=O)N(C)CC(=O)Nc2ccc(C)cc2)n1,0%,5%,-2%
CCc1nnc(NS(=O)(=O)c2ccc(NC(=O)c3ccc(Cl)cc3)cc2)s1,-1%,-1%,-6%
CC1CCCCN1C(=O)CCC(=O)Nc1nnc(C2CCCCC2)s1 (stereo unspecified),-7%,6%,1%
CC1CCN(C(=O)Cn2c(SCC(=O)Nc3nccs3)nc3ccccc32)CC1,-26%,5%,-11%
CCn1cnc2c(=O)oc3ccc(S(=O)(=O)Nc4ccc(OC)cc4)cc3c21,-1%,0%,?
CC(C)NC(=O)N(C)C[C@H]1Oc2c(NS(=O)(=O)c3cn(C)cn3)cccc2C(=O)N([C@H](C)CO)C[C@@H]1C,-1%,1%,12%
CC(C)c1ccc(-c2noc(SCC(=O)N3CCCCC3)n2)cc1,-8%,0%,12µM*
CCCn1c(=O)n(-c2ccccc2Cl)c(=O)c2sc3ccccc3c21,0%,-6%,?
Cc1ccc(-n2[nH]c(C)c(C=Nc3ccc(C)cn3)c2=O)cc1,-1%,5%,16µM*
NC(=O)COc1ccc(/C=N\NC(=O)c2ccc(-c3ccccc3)cc2)cc1,-14%,/,0%
COc1cccc(CN(C)C(=O)c2cc(S(=O)(=O)N3CCN(c4ccccc4)CC3)ccc2Cl)c1,-13%,-12%,16µM*
CSc1nc2ccc(NC(=O)C3CC(=O)N(Cc4ccco4)C3)cc2s1 (stereo unspecified),-3%,4%,-13%
CC1CN(C(=O)c2nn(C)cc2[N+](=O)[O-])CC(C)O1 (stereo unspecified),-2%,-3%,?
Cc1oc(=O)cc(OCc2ccccc2)c1C,0%,1%[56.1 µM],-28%
Cc1cccc(NS(=O)(=O)c2ccc(C)c(C(=O)NCC(c3ccccc3)N(C)C)c2)c1 (stereo unspecified),2%,1%,?
Cc1ccc(CC(=O)O/N=C(\N)c2ccccn2)cc1,-25%,2%,13%
C(=N\Nc1nc2ccccc2[nH]1)/c1c[nH]c2ccccc12,-5%,8%,16µM*
N#CCCn1c(=O)cnc2cnc(OCc3ccccc3)nc21,-7%,/,?
NC(=O)COC(=O)c1cc(S(=O)(=O)N2CCN(c3ccccc3)CC2)ccc1Cl,-6%,0%,-3%
CCOc1ccc(C(=O)NCC(=O)NNC(=O)CN(C)S(=O)(=O)c2ccc(Cl)cc2)cc1,-2%,0%,-3%
CN1C(=O)C(CC(=O)Nc2ccc(F)cc2)N(Cc2cccs2)C1=S (stereo unspecified),-3%,6%,?
COc1ccc(NC(=O)c2c(NC(=O)COc3ccc(Cl)cc3)sc3c2CCCCC3)cc1,14%,0%[12.3 µM],-43%
O=C(Cc1ccc(Cl)cc1)Nc1ccc2oc(-c3ccncc3)nc2c1,-1%,0%,-24%
COc1ccc2c(c1)OC1=C(C(=O)CCC1)C2C1=C(O)CCCC1=O (stereo unspecified),-1%,-10%,-20%
CNc1ccc(Br)cc(C(=O)/C=C/c2cccc(OC)c2)c1=O,-18%,3%,7.3µM*
CN(C(=O)CCc1ccccc1F)C1CCCN(Cc2ccccc2F)C1 (stereo unspecified),-7%,/,16µM*
COc1ccccc1CNC(=O)C(NS(=O)(=O)c1cccc2nsnc12)C(C)C (stereo unspecified),20%,-7%,26%
Cc1ccc(Cl)c(OCC(O)CN(CCO)CCO)c1 (stereo unspecified),0%,-1%,-7%
COc1cccc(CNC(=O)Cn2c(=O)ccc3cc(S(=O)(=O)N4CCCC4)ccc32)c1,-7%,2%,-23%
O=C(/C=C/c1ccc2c(c1)OCO2)N1CCN(c2ccc(Cl)cc2)CC1,-23%,-3%,?
CN=C1S/C(=C\c2ccc(O)c(Br)c2)C(=O)N1C,-2%,/,?
CCC(C)N1C(=O)CN(C2CCCCCC2)C(=O)C1c1ccccc1F (stereo unspecified),4%,0%,?

# Bioassay records from PubChem.

# This is a subset, so the mix of outcomes need not match the whole.
